# Screens deposited in PubChem by several laboratories.
# BCLXL inh – blocks human Bcl-xL binding to Bim BH3 peptide | Q07817 | GST-Bcl-xL / FITC-Bim BH3 peptide fluorescence polarization | inhibition, % at 10.9 µM | 0.7% of 320,000 active;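 active = inhibition above the mean of all tested compounds plus 3 SD, cutoff set per campaign, cut at about 30% in these data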;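 also: 0% = DMSO wells and 100% = unlabeled Bim-BH3 peptide competitor; inhibitors lower millipolarization by displacing the labeled peptide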
# Efflux pump mplx – inhibitors of Candida antifungal efflux pumps expressed in yeast. S. cerevisiae Candida pump triplex, Nile Red efflux. inhibition, % at 10 µM. 0.44% of 330,000 active. AID 485275;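 active = plate passing quality check with inhibition over a set limit, or well fluorescence over plate mean plus 4 SD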;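 also: Nile Red retained in pooled yeast measured as flow cytometry median fluorescence; 0% = buffer negative control and 100% = Enniatin B positive control; higher means more Nile Red kept so more efflux inhibition; some compounds called inactive have numbers as strong as hits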
# Fam108B inh – Fam108B inhibition, counter-screen for RBBP9 inhibitors; AID 1947; inhibition, % at 9.51 µM; 0.33% of 300,000 active; recombinant Fam108B, FP-Rh probe fluorescence polarization;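 active = inhibition above the screen mean inhibition plus 3 SD, computed separately per campaign, cut at about 18% in these data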;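 also: inhibitors lower polarization as less probe binds the enzyme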
# MCL1 BIM primary – disrupts human MCL1 binding to BIM-BH3 peptide | GST-MCL1 / FITC-Bim-BH3 fluorescence polarization | inhibition, % at 10.9 µM | 0.68% of 320,000 active | AID 2057;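 active = inhibition above the mean inhibition of all tested compounds plus 3 SD, set per campaign, cut at about 40% in these data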;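 also: 0% = DMSO wells and 100% = unlabeled Bim-BH3 peptide control; higher means more loss of mP so more displacement of Bim peptide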
# PME-1 inh – PME-1 (human) inhibition. 0.53% of 320,000 active. recombinant PME-1, FP-Rh probe fluorescence polarization. Q9Y570. inhibition, % at 5.9 µM;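 active = inhibition above the campaign mean of all compounds plus 3 SD, cut at about 26% in these data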;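 also: competitive labeling of PME-1 active site by serine hydrolase directed probe; 0% = PME-1 with DMSO and 100% = wells lacking PME-1 enzyme; inhibitors block probe labeling so polarization falls and inhibition rises; many of its hits are not listed in these tables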
# GRK2 aptamer HTS – blocks RNA aptamer binding to human GRK2 | P25098 | bead flow cytometry, FAM-aptamer displacement from GRK2 | inhibition of aptamer binding, % at 10 µM | 0.59% of 330,000 active;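 active = inhibition of aptamer binding above 40%, roughly 3 SD of noise, on plates passing a quality check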;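 also: median bead fluorescence of bound FAM aptamer so fluorescent compounds give negative values; no value below 0 was filed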
# Target sequence (P25098 whole entry, looked up): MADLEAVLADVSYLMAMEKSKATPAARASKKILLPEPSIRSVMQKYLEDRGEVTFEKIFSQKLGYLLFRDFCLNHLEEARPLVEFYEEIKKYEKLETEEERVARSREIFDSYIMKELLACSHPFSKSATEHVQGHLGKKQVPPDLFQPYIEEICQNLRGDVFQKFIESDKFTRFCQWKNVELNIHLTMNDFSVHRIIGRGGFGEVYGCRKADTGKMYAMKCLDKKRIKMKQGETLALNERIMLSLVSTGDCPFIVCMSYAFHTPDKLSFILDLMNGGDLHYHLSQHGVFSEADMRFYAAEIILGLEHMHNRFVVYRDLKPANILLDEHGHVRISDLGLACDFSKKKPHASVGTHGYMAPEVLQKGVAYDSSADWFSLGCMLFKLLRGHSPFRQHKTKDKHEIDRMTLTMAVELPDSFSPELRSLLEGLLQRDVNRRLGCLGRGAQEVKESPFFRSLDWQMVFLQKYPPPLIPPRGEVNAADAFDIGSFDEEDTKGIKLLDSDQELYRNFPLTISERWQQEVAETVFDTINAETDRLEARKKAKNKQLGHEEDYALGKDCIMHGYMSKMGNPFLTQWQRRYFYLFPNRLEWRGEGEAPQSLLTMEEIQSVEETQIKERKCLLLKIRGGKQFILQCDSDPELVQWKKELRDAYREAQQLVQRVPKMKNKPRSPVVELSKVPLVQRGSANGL
# GLD-1 RNA inh – GLD-1-TGE RNA interaction inhibition (C. elegans) | Q17339 | purified GLD-1 + fluorescein TGE RNA, fluorescence polarization | inhibition, % at 5.96 µM | 0.44% of 320,000 active | AID 2280;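 active = percent inhibition above a per-plate cutoff, the plate mean of test compounds plus 3 SD, cut at about 30% in these data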;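 also: 0% = DMSO wells with GLD-1 and probe and 100% = wells lacking GLD-1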
# Target sequence (Q17339 whole entry, looked up): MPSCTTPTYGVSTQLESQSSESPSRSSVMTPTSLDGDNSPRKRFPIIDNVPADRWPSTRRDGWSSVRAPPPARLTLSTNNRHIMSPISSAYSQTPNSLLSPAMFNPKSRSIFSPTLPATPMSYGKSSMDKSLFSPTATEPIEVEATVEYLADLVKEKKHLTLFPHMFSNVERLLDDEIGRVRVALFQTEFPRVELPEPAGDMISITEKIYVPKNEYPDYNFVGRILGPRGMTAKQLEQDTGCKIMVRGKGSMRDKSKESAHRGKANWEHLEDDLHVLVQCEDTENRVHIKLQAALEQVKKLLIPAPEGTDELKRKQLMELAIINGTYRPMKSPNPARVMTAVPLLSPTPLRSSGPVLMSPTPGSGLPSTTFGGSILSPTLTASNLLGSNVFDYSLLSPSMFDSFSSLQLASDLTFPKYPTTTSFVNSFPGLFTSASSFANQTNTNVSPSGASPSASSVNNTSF
# MEX-5 binding – C. elegans MEX-5 TCR-2 RNA binding activity; Q9XUB2; MEX-5/FITC-TCR2 RNA binding, fluorescence polarization; hits give low values; activity score (negative = inhibition of binding), % at 10 µM; 0.38% of 300,000 active;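 active = inhibition past about -25% in most replicates, and total fluorescence under double the plate's negative control median, limit read from the data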;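 also: 0% = DMSO and -100% = 5 µM competing unlabeled TCR2 RNA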
# VLA-4 inh – inhibition in a human VLA-4 binding assay | P13612 | VLA-4 expressing cells, ligand binding flow cytometry | inhibition, % (about 7 µM as worked out from the volumes in the protocol) | 0.2% of 330,000 active | AID 2557; in the data active = inhibition above about 50%
# * marks the source's active call; other numbers are inactive results; x = no result given.
1. O=c1[nH]c(N2CCN(c3ccccc3)CC2)nc2c1CCC2
2. COc1ccc2cc(C(=O)N3CCN(Cc4ccc5c(c4)OCO5)CC3)[nH]c2c1
3. C/C(=N\NC(N)=S)C12CC3CC(CC(C3)C1)C2
4. COc1ccc(OC)c(S(=O)(=O)Nc2cnc3ccccc3c2)c1
5. CCC(C)(C)n1nnnc1C(c1ccccc1OC)N1CCSCC1 (stereo unspecified)
6. CC1CCN(C(=O)COC(=O)CCC(=O)c2ccc(F)cc2)CC1
7. Cc1c(Cl)cccc1NC(=O)CCC(=O)c1cccs1
8. N#Cc1c(NC(=S)NC(=O)c2ccccc2)sc2c1CCC2
assay / compound,1,2,3,4,5,6,7,8
MEX-5 binding,x,1.2,1.0,0.6,0.5,x,1.2,x
PME-1 inh,1,9,-2,-1,1,x,1,-4
BCLXL inh,2,3,-4,0,1,x,6,5
MCL1 BIM primary,1,0,3,1,7,x,4,7
GLD-1 RNA inh,-2,5,-5,0,3,6,5,0
Efflux pump mplx,0.1,0.0,0.1,-0.1,0.0,0.2,0.1,-0.3
GRK2 aptamer HTS,3,2,0,0,0,1,1,3
Fam108B inh,-1,-1,2,0,1,x,0,0
VLA-4 inh,13,12,-25,9,0,-6,3,36

9. O=C(COc1ccc2c3c(c(=O)oc2c1)CCC3)N1CCN(c2ccc(F)cc2)CC1
10. COC(=O)c1cc(Br)c(=O)n(CC(C)C)c1
11. COC(=O)c1[nH]c2ccccc2c1NC(=O)c1c(F)cccc1F
12. Cc1cccc(NC(=O)c2ccc(Cl)c(S(=O)(=O)N3CCCCC3)c2)n1
13. CCCNS(=O)(=O)c1ccc(OCC(=O)NCC2CCCO2)cc1 (stereo unspecified)
14. CC[C@@]1(C(=O)OC)N[C@H](CN(C)C(C)=O)[C@@H]2C(=O)N(C)C(=O)[C@@H]21
15. Cc1noc(C)c1COC(=O)COc1ccc(-c2ccccc2)cc1
16. CCOC(=O)C1CCN(C(=O)C2CCN(c3ncnc4c3nc3n4CCCCC3)CC2)CC1
assay / compound,9,10,11,12,13,14,15,16
MEX-5 binding,-1.3,1.9,-1.6,1.0,-0.1,x,0.4,-1.8
PME-1 inh,6,-2,5,2,2,x,1,0
BCLXL inh,4,4,1,6,7,x,-5,4
MCL1 BIM primary,0,6,4,3,7,x,-6,4
GLD-1 RNA inh,-11,-3,-3,4,12,1,2,9
Efflux pump mplx,-0.8,0.2,-0.1,0.0,0.0,-0.4,0.1,0.1
GRK2 aptamer HTS,2,1,2,0,0,0,6,0
Fam108B inh,-5,2,2,1,0,x,2,5
VLA-4 inh,12,13,-2,5,-1,36,15,-5

17. CC(c1ccccc1F)n1cc(C(=O)NCCCn2ccnc2)nn1 (stereo unspecified)
18. Cc1cc(C)cc(N(CCC#N)C(=O)COC(=O)c2ccc(OCc3c(C)noc3C)cc2)c1
19. COC(=O)c1ccc(NC(=O)CCN2C(=O)CSC2=O)cc1
20. NC(=O)CCN1CCN(S(=O)(=O)/C=C/c2ccccc2)CC1
21. COCCNC(=S)N/N=C(\C)CCc1ccc2c(c1)OCO2
22. COCCNC(=O)C(c1ccc(C)o1)N(Cc1ccco1)C(=O)c1snc(C(N)=O)c1N (stereo unspecified)
23. O=C(CN1C(=O)c2ccccc2C1=O)NCC1COc2ccccc2O1 (stereo unspecified)
24. CCNc1nc(N)c(C(=O)C23CC4CC(CC(C4)C2)C3)s1
assay / compound,17,18,19,20,21,22,23,24
MEX-5 binding,1.6,1.7,0.0,1.2,3.8,-0.1,0.7,0.0
PME-1 inh,3,-2,-3,-5,0,-3,-3,4
BCLXL inh,2,2,4,4,2,7,6,-3
MCL1 BIM primary,6,2,4,7,8,7,9,7
GLD-1 RNA inh,4,7,6,0,-5,7,7,4
Efflux pump mplx,0.1,0.0,0.0,0.2,0.0,-0.1,0.0,0.0
GRK2 aptamer HTS,0,1,2,0,0,1,1,1
Fam108B inh,0,-1,1,-1,-3,2,0,6
VLA-4 inh,26,-6,3,-2,30,3,9,12

25. CC(C)Cn1nnc2c(=O)oc3ccccc3c21
26. Cc1ccc(S(=O)(=O)N2CCC(C(=O)N[C@H](C(=O)NCc3ccco3)C(C)C)CC2)cc1
27. CCOC(=O)Cc1csc(NS(=O)(=O)c2ccc3ccccc3c2)n1
28. CCn1nnnc1SCC(=O)c1cc(Cl)ccc1OC
29. CCc1cc(=O)oc2cc(OCC(=O)NCCCN3CCCC3=O)c(Cl)cc12
30. COc1ccc(NS(=O)(=O)c2ccc(OCC(=O)N3CCCC3)cc2)cc1
31. Cc1ccccc1NC1C=CS(=O)(=O)C1 (stereo unspecified)
32. CC(NC(=O)NCc1cccnc1)(C(F)(F)F)C(F)(F)F
assay / compound,25,26,27,28,29,30,31,32
MEX-5 binding,-1.0,0.4,-2.4,-2.1,0.1,-1.6,1.0,-0.1
PME-1 inh,-2,-5,3,0,1,4,1,-6
BCLXL inh,0,1,5,-2,3,2,1,7
MCL1 BIM primary,2,2,6,-5,0,3,4,0
GLD-1 RNA inh,12,-4,-3,5,4,5,-3,9
Efflux pump mplx,0.1,-0.1,0.3,-0.2,-0.1,0.1,0.1,-0.1
GRK2 aptamer HTS,0,5,14,0,4,0,1,0
Fam108B inh,2,-2,7,-1,1,-2,1,2
VLA-4 inh,2,11,2,-2,12,4,0,2

33. COc1ccc(OC)c(/C=C/C(=O)Nc2cccc(S(=O)(=O)N3CCCC3)c2)c1
34. OCC1(Cc2cccc(Cl)c2)CCCN(Cc2cn[nH]c2C2CCCCC2)C1 (stereo unspecified)
35. CC(=O)NC12CC3CC(C1)CC(C(=O)N1CCN(S(=O)(=O)c4cccc(C(F)(F)F)c4)CC1)(C3)C2
36. N/C(=N/S(=O)(=O)c1ccccc1)c1cccc([N+](=O)[O-])c1
37. CSc1nnc(Cn2c(=O)sc3ccccc32)n1C
38. COCCSc1nnc(NC(=O)c2ccc3c(c2)OCO3)s1
39. Cc1onc(-c2ccccc2Cl)c1-c1nc(-c2ccccn2)no1
40. CC(C)(C)OC(=O)N[C@@H](Cc1ccccc1)C(=O)N1CCC(C(=O)NCC(=O)O)CC1
assay / compound,33,34,35,36,37,38,39,40
MEX-5 binding,-3.2,0.2,-1.3,1.9,2.5,-0.3,0.1,4.3
PME-1 inh,-21,0,7,-2,-2,-5,-12,-11
BCLXL inh,-16,1,-3,3,-4,5,3,3
MCL1 BIM primary,-10,-1,-6,6,-8,2,10,0
GLD-1 RNA inh,7,7,3,0,5,5,2,1
Efflux pump mplx,0.1,0.1,0.1,0.1,-0.1,0.1,0.0,-0.3
GRK2 aptamer HTS,0,0,1,3,6,3,1,4
Fam108B inh,-7,4,-1,-7,0,3,4,0
VLA-4 inh,13,1,0,-4,-9,22,-3,2

41. Cc1ccc(-c2cc(C(F)(F)F)c(C#N)c(SCCC#N)n2)o1
42. COc1ccc(C(=O)Nc2ccc(C(=O)Nc3cccc(C)c3)cc2)cc1
43. O=C(COc1ccccc1)N=C1SC2CS(=O)(=O)CC2N1Cc1ccccc1 (stereo unspecified)
44. S=C(NCC1CCCO1)NC1CCCCC1 (stereo unspecified)
45. COc1ccc(C=O)cc1COc1ccc([N+](=O)[O-])c(C)c1
46. CCCCC(=O)Nc1cccc(NC(=S)NC(=O)COc2ccccc2Cl)c1
47. C/C(N)=C(/C#N)C(=O)CSc1nnnn1-c1ccccc1
48. CCCc1[nH]nc2c1C(C1CC=CCC1)C(C#N)=C(N)O2 (stereo unspecified)
assay / compound,41,42,43,44,45,46,47,48
MEX-5 binding,0.1,-0.2,-0.5,1.3,-1.6,5.2,-16,2.0
PME-1 inh,0,-1,-3,-2,9,-3,0,1
BCLXL inh,-3,0,6,7,10,0,11,4
MCL1 BIM primary,-3,6,3,6,-3,3,21,8
GLD-1 RNA inh,4,4,4,-2,0,2,9,7
Efflux pump mplx,0.0,0.4,0.0,0.0,0.0,-0.3,0.0,0.2
GRK2 aptamer HTS,0,3,0,1,1,0,3,4
Fam108B inh,-1,-3,2,-3,-1,-1,1,-1
VLA-4 inh,-23,10,11,0,14,-9,0,11

49. O=C(OCCN1CCCCC1)c1c[nH]c2ccccc12
50. COC(=O)CSc1nnc(CNS(=O)(=O)c2ccc(Cl)cc2)n1C
51. COC(=O)C1=CN(c2ccc(OC)cc2)C=C(C(=O)OC)C1c1ccc([N+](=O)[O-])cc1
52. CCOc1ccc(NC(=O)CSc2nc(C)cc(C)n2)cc1
53. O=C(NCC1CCCO1)c1ccc2c(=O)n(Cc3cccc(Br)c3)c(=S)[nH]c2c1 (stereo unspecified)
54. Cc1ccc(NC(=O)CCNS(=O)(=O)c2ccc3c(c2)oc(=O)n3C)c(C)c1
55. CC(=O)c1c(C)[nH]c(C(=O)OCC(=O)Nc2nnc(-c3ccccc3)o2)c1C
56. CCC(CC)C(=O)NCCc1ccc(OC)c(OC)c1
assay / compound,49,50,51,52,53,54,55,56
MEX-5 binding,x,-1.0,3.5,1.4,-0.3,2.7,x,0.4
PME-1 inh,1,0,x,0,-5,2,-8,0
BCLXL inh,10,2,x,1,-1,3,2,4
MCL1 BIM primary,3,2,x,37,0,2,-5,4
GLD-1 RNA inh,32*,2,x,5,0,3,3,-7
Efflux pump mplx,0.2,0.1,0.0,0.0,0.1,-0.3,0.2,0.2
GRK2 aptamer HTS,0,0,2,0,0,0,0,1
Fam108B inh,-2,-1,x,2,-7,1,x,3
VLA-4 inh,45,-1,-13,0,10,6,-2,2

57. CCc1ccc(C(=O)NNC(=S)Nc2ccc(S(N)(=O)=O)cc2)s1
58. CCOC(=O)C1(CCOc2ccccc2)CCN(Cc2ccc(C#CCCO)cc2)CC1
59. Cc1nc(NCCCN2CCOCC2)c2oc3ccccc3c2n1
60. Cc1nc2cc(C(=O)N3c4ccccc4CC3C)ccc2s1 (stereo unspecified)
61. Cc1nc2ccccc2c2c1C(=O)N(c1ccc(C(=O)O)cc1)C2=O
62. C/C=C/CSc1nc2c(c(=O)[nH]c(=O)n2C)n1Cc1ccc(C)cc1
63. Nc1c(-c2ccccc2)cnn1-c1cccc(C(F)(F)F)c1
64. O=C(Cc1c(F)cccc1Cl)Nc1ncc([N+](=O)[O-])s1
assay / compound,57,58,59,60,61,62,63,64
MEX-5 binding,-4.1,1.5,0.1,0.1,0.6,-0.2,-1.3,3.3
PME-1 inh,0,-2,-3,4,-6,-1,1,-11
BCLXL inh,-1,4,2,7,1,3,4,9
MCL1 BIM primary,-8,14,0,4,-5,2,3,8
GLD-1 RNA inh,7,3,-3,-2,2,2,6,5
Efflux pump mplx,-0.1,0.2,0.2,0.1,-0.1,0.1,0.1,-0.1
GRK2 aptamer HTS,0,1,2,0,1,0,0,0
Fam108B inh,-1,1,2,4,-2,-1,3,3
VLA-4 inh,1,-1,-2,5,44,12,13,5

# Record cards (already shown). Screens in order: MEX-5 binding, PME-1 inh, BCLXL inh, MCL1 BIM primary, GLD-1 RNA inh, Efflux pump mplx, GRK2 aptamer HTS, Fam108B inh, VLA-4 inh
# Cc1nc(NCCCN2CCOCC2)c2oc3ccccc3c2n1 across the screens: 0.1, -3, 2, 0, -3, 0.2, 2, 2, -2
# CCOC(=O)C1(CCOc2ccccc2)CCN(Cc2ccc(C#CCCO)cc2)CC1 across the screens: 1.5, -2, 4, 14, 3, 0.2, 1, 1, -1
# Cc1nc2cc(C(=O)N3c4ccccc4CC3C)ccc2s1 (stereo unspecified) across the screens: 0.1, 4, 7, 4, -2, 0.1, 0, 4, 5
# CCc1ccc(C(=O)NNC(=S)Nc2ccc(S(N)(=O)=O)cc2)s1 across the screens: -4.1, 0, -1, -8, 7, -0.1, 0, -1, 1

# The list is partial, so the mix of outcomes need not match the whole.
